AmpC inh detg – AmpC beta-lactamase inhibition with detergent present. P00811. AmpC hydrolysis of nitrocefin, absorbance 480 nm, 0.01% Triton. Potency, µM (highest dose often 114 µM), for the others: at the top dose activity change, negative = inhibition, hits mostly inhibitors. hit rate 0.041% among 370,000. AID 485294;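 also: potency is read from the fitted curve at half-maximal effect; 0% = no-compound wells and -100% = no-enzyme wells; nearly all actives have a fitted effect of over 25% in size; some results filed as inactive show a strong effect at the top dose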
Target sequence (P00811 whole entry, looked up): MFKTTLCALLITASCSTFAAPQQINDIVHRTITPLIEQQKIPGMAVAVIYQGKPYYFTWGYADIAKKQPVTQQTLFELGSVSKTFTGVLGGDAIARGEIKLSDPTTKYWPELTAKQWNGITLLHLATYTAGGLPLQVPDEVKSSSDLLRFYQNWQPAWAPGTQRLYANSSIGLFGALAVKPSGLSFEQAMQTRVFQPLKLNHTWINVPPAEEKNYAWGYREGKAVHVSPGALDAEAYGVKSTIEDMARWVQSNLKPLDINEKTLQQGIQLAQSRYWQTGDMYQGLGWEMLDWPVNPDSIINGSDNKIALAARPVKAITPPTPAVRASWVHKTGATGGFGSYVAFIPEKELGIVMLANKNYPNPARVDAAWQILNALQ
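20 mM phosphate pH 7.0 + 0.01% (detergent screen) or 0.0001% Triton X-100; 5.3 nM AmpC reagent; cpd preinc 15 min RT; nitrocefin (800 uM stock) to start; A480 q20 s × 4 min; Activity was normalised to no-enzyme and no-compound control wells.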
Giardia FBPA inh – inhibitors of Giardia lamblia fructose-1,6-bisphosphate aldolase. A8B2U2. purified Giardia FBPA. Potency, µM (titrated, usually from 59.6 µM), without a hit: top-dose activity, negative = inhibition, actives largely listed as inhibitors. hit rate 0.71% among 290,000; also: potency is read from the fitted curve at half-maximal effect; nearly all actives have a fitted effect of over 55% in size
Target sequence (A8B2U2 whole entry, looked up): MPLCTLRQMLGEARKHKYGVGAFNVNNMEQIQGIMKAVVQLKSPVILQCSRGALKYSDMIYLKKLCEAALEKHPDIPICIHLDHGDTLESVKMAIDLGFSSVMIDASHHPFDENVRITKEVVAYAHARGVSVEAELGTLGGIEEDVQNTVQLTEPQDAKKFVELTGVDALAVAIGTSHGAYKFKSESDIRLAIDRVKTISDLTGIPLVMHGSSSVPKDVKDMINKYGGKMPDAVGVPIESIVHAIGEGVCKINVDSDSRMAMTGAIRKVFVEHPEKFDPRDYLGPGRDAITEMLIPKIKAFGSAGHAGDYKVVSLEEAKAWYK
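Giardia FBPA (40 nM reagent) was preincubated 10 min at RT with compound (up to 57.5 uM final), then substrate plus GAPDH/TPI/NAD/arsenate coupling system with diaphorase/resazurin was added; resorufin fluorescence (525/598 nm) was read after 20 min.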
Sm TGR inh – blocks Schistosoma mansoni thioredoxin glutathione reductase; Q962Y6; purified TGR, DTNB reduction, TNB absorbance 405 nm; Potency, µM (doses to about 114 µM), for inactives: at the highest dose activity change, negative = inhibition, actives largely listed as inhibitors; hit rate 3% among 360,000; also: potency is read from the fitted curve at half-maximal effect; nearly all actives have a fitted effect of over 60% in size
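First, TGR (20 nM dispensed) and NADPH were mixed with compound. Second, a 15 min room-temperature incubation followed. Third, further NADPH and then DTNB were added to start the reaction. Finally, TNB absorbance was monitored kinetically.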
HCMV inh – blocks human cytomegalovirus replication. HFF cells, HCMV-luciferase reporter, 72 h; hits give low values. activity change, negative = inhibition, % at 57.5 µM. hit rate 4.5% among 410,000; in the data active = activity change below about -60%; inconclusive = no clear call, values can overlap the other calls; inactive = above about -39%
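After 16 h attachment at 37C, HFF cells received test compound and HCMV-luciferase (1 PFU/cell); reporter luminescence read 72 h later, data normalized against buffer-only and known inhibitor Salinomycin.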
AmpC no deterg – inhibitors of E. coli AmpC beta-lactamase without detergent; P00811; AmpC nitrocefin hydrolysis, absorbance 480 nm, 0.0001% Triton; Potency, µM (highest dose often 57.1 µM), inactives show at the highest dose activity change, negative = inhibition, usual class: inhibitors; hit rate 0.52% among 330,000; AID 485341;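 also: potency is read from the fitted curve at half-maximal effect; plate controls were no compound for no effect and no enzyme for full effect; nearly all actives have a fitted effect of over 20% in size; some results filed as inactive show a strong effect at the top dose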
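AmpC (5.3 nM in the dispensed reagent) in 20 mM phosphate pH 7.0 with 0.01% (detergent screen) or 0.0001% Triton X-100 was preincubated with compounds for 15 min at room temperature. Nitrocefin was then added from an 800 uM solution, and hydrolysis was followed at 480 nm.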
HCV inhibitor – blocks hepatitis C virus. Potency, µM (highest dose often 41.8 µM), for inactives: at the highest dose activity change, negative = inhibition, hits mostly inhibitors. hit rate 3.4% among 340,000. AID 651820. Huh7.5.1 HCVcc-Cre infection, luciferase reporter, 44 h; also: potency is read from the fitted curve at half-maximal effect
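HCVcc-Cre virus at an moi near 0.5 was added right after compound to cells cultured 4 h from seeding (1,000 cells/well). Luciferase activity was determined 44 h later, 15 min after substrate addition at RT.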
The depositor's hits bear a star; ? = inconclusive; nt = no result given; & = joins results of further samples; [ ] = remark or other dose. Unless noted, calls follow the shape of the dose curve; as a rule, active = well fitted curve in the direction sought with a large enough effect; inconclusive = small, poorly fitted or top-dose-only effect, or another doubt; inactive = no such curve, though single readings can be large; an effect the other way counts as inactive or inconclusive. Unless noted, % is scaled to controls: 0 for no effect and ±100 for the full control effect.

SMILES	AmpC inh detg	Giardia FBPA inh	Sm TGR inh	HCMV inh	AmpC no deterg	HCV inhibitor
Cc1cccc(C)c1NC(=O)CCCSc1nnc(-c2ccco2)o1	?	0.1%	-22.7%	-5.4	1.8%	6.8%
C[C@H](CO)N1C[C@H](C)[C@@H](CN(C)Cc2ccncc2)Oc2c(NC(=O)C3CC3)cccc2C1=O	nt	nt	nt	-8.4	0.8%	1.0%
CCOC(=O)C1CCCN(Cc2nc(Cc3cccc(F)c3)no2)C1 (configuration not stated)	-6.0%	4.0%	-72.1%	-23.0	50.4%	1.7%
COc1ccc2c(c1)C(=O)/C(=C/C=C/c1ccccc1)CC2	?	?	44.7µM*	-38.5	-56.0%	-0.4%
CC1CCCC(C)N1CCCNC(=O)Cn1c(=O)c2cccn2c2cccnc21 (configuration not stated)	0.3%	nt	-15.6%	-5.2	9.5%	17.5%
COCCC1CCCCN1Cc1cn(-c2ccccc2)nc1-c1ccc2c(c1)OCO2 (configuration not stated)	-7.4%	-4.9%	-1.2%	?	55.0%	7.7%
COc1ccccc1CNc1nc(S(=O)(=O)c2ccccc2)c(Cl)s1	-9.8%	0.4%	-0.6%	-16.1	-19.4%	9.7%
O=C(NC1CCCCC1)N1CCCC(c2nc(-c3cccs3)no2)C1 (configuration not stated)	?	nt	-0.5%	-22.8	19.9%	?
COc1cccc(C2C3=C(Nc4[nH]n(-c5ccccc5)c(=O)c42)c2ccccc2C3=O)c1 (configuration not stated)	-6.6%	-3.2%	-21.3%	nt	-18.1%	3.3%
COc1cc2c(cc1OC)CN(CC(=O)Nc1ccc(Cl)c(S(=O)(=O)N(C)C)c1)CC2	-4.6%	-0.2%	-14.5%	nt	50.1%	nt
Cc1cccc(CSc2nc3ccncc3n2CC(=O)N(C)C2CCCCC2)c1	2.7%	nt	-3.4%	19.5	nt	nt
CCc1cccc(NC(=O)CN(C)S(=O)(=O)c2ccc3[nH]c4c(c3c2)CCCC4)c1	-6.2%	nt	-3.1%	3.8	nt	nt
N/N=C1\CCCc2nonc21	2.2%	6.4%	-0.5%	-29.4	-5.6%	17.5%
O=C1NC(=O)N(c2ccc(F)cc2)C(=O)/C1=C/c1ccsc1	-1.4%	-9.0%	-28.6%	92.6	-25.3%	21.0%
Cn1c(=NC(=O)c2ccc(F)cc2)sc2cc(Br)ccc21	10.0%	nt	6.7%	0.0	nt	nt
Cc1cc(C)cc(NC(=O)c2ncn(-c3ccccc3)n2)c1	2.1%	nt	1.6%	47.7	nt	nt
O=C(c1ccccc1)c1ccc(OC(=O)C2CCCCC2)cc1	-12.6%	-0.9%	-19.7%	8.6	-17.1%	10.3%
N#Cc1ccccc1N1CCN(C(=O)c2ccc(NC(=O)c3ccc(Br)o3)cc2)CC1	-0.7%	nt	28.2µM*	nt	-40.2%	7.3%
Cc1ccc(S(=O)(=O)CC(N)=O)cc1	2.0%	4.7%	-4.8%	-2.0	-9.7%	6.7%
Cc1cc(C)cc(NC(=O)C2(c3ccccc3)CC2(Cl)Cl)c1 (configuration not stated)	1.0%	-0.8%	-17.9%	7.6	?	-13.3%
O=C(NCCCN1CCN(c2cccc(Cl)c2)CC1)Nc1ccccc1C(F)(F)F	11.7%	nt	3.7%	-20.1	nt	nt
COc1ccc(Cl)cc1NC(=O)C/C(C)=N/NC(=O)CCc1ccccc1	?	1.6%	-0.1%	27.1	18.4%	?
CCOc1ccc(CNS(=O)(=O)c2cc(-c3cc(C)no3)ccc2OC)cc1OC	-6.7%	nt	-3.4%	62.9	28.4%	-10.7%
CCn1c2ccccc2c2cc(NC(=O)COC(=O)c3cc(S(N)(=O)=O)c(Cl)cc3Cl)ccc21	0.5%	-0.5%	-2.1%	0.0	?	?
CC(=O)Nc1ccc(S(=O)(=O)N2CCN(S(=O)(=O)c3ccc(NC(C)=O)cc3)CC2)cc1	-5.1%	9.5%	0.0%	nt	-14.9%	-2.7%
CC(NS(=O)(=O)c1ccc2c(c1)CC(=O)N2C)c1ccccc1 (configuration not stated)	2.9%	-4.4%	-8.5%	-6.3	-2.0%	5.6%
CC(C)c1nc(CNC(=O)CCc2nnc(-c3ccsc3)o2)cs1	-14.5%	2.6%	nt	27.0	2.0%	6.9%
COc1cc(SC)ccc1C(=O)Nc1nc(C)cs1	1.7%	-19.5%	13.4%	82.3	21.8%	?
CC(C)CCNC(=O)CNC(=S)N(CCCN1CCOCC1)Cc1cccs1	-12.2%	-1.5%	-6.3%	9.4	77.0%[activator]	6.7%
COc1ccc(C(=O)NCCc2nnc3ccc(SCC(=O)Nc4ccccc4F)nn23)cc1	-4.0%	nt	-3.1%	-30.5	-5.0%	7.9%
CCCCn1c(SCC(=O)c2ccc(O)cc2O)nc2cc(S(N)(=O)=O)ccc21	-1.6%	-18.9%	-14.2%	-25.3	-27.8%	3.1%
COc1ccc(C2NC(=O)NC(C)=C2C(=O)Nc2ccccc2)cc1OC (configuration not stated)	-2.8%	nt	-8.1%	87.8	nt	nt
Cc1nn(S(=O)(=O)c2ccc(F)cc2)c(C)c1S(=O)(=O)N1CCCCC1	-10.0%&-1.0%	nt	0.0%&0.4%	27.8&10.5	-1.7%	3.4%
COc1cccc(Cn2c(SCc3ccc(C(=O)N4CCC(C)CC4)cc3)nc3ccncc32)c1	0.2%	nt	-11.7%	-13.1	nt	nt
Cc1ccccc1Cn1cc(NC(=O)c2nc3ncccn3n2)cn1	0.6%	2.9%	4.6%	0.3	-20.7%	-0.9%
CCC(C)NC(=O)COC(=O)Cc1sc(N)nc1-c1ccc(C)cc1 (configuration not stated)	-4.5%	5.6%	-12.7%	-18.5	-47.7%	0.2%
O=C(Nc1ccc(S(=O)(=O)NCc2ccco2)cc1)C1CCCCC1	8.1%	0.5%	?	?	-24.0%	?
C/C(=N\NC(=O)CCC(=O)O)c1c(-c2ccccc2)c2cc(Br)ccc2[nH]c1=O	5.7%	4.7%	-3.6%	-29.1	-17.3%	4.3%
CCN1C(=O)[C@H]2[C@@H](c3ccc(SC4CCCCC4)cc3)N[C@@](CC(C)C)(C(=O)OC)[C@H]2C1=O	-6.6%	nt	-6.8%	39.8	19.1%	?
CCOC(=O)[C@@H]1[C@H]2COc3ccc(Br)cc3[C@@H]2N2C(=O)N(c3cccc(F)c3)C(=O)[C@@]12C	-17.5%	9.9%	6.7%	26.9	13.9%	-10.8%

Single values from the list:
`Cc1ccccc1Cn1cc(NC(=O)c2nc3ncccn3n2)cn1` | Sm TGR inh = 4.6%
`COc1cccc(Cn2c(SCc3ccc(C(=O)N4CCC(C)CC4)cc3)nc3ccncc32)c1` | HCMV inh = -13.1
`O=C(Nc1ccc(S(=O)(=O)NCc2ccco2)cc1)C1CCCCC1` | AmpC inh detg = 8.1%

Continued.
SMILES	AmpC inh detg	Giardia FBPA inh	Sm TGR inh	HCMV inh	AmpC no deterg	HCV inhibitor
CCn1nc(NS(=O)(=O)c2ccccc2[N+](=O)[O-])c2cc3cccc(C)c3nc21	-5.6%	nt	3.7%	-7.0	-44.2%	6.1%
CCC(=Nc1ccc2c(c1)CCC2)c1c(O)n(C)c(=O)n(C)c1=O	-13.2%	-5.6%	-8.8%	-24.5	-10.9%	?
COc1ccc(/C=C/C(=O)Nc2cc(F)ccc2C)cc1S(=O)(=O)N1CCOCC1	-3.3%	-2.0%	-0.6%	-24.5	64.4%[activator]	?
O=C(O)CCCNS(=O)(=O)c1ccc(Br)s1	-3.0%	8.6%	3.5%	-34.4	-9.4%	12.0%
Cc1ccc2nc(-c3cccc(S(=O)(=O)N(C)C)c3)cn2c1	2.1%	?	8.2%	77.5	-11.3%	2.7%
CC1(OC(=O)CCc2ccccc2)C(=O)C=C2C=C(c3ccsc3)OC=C2C1=O (configuration not stated)	-1.2%	-1.8%&-20.1%	?	nt	28.2µM*	nt
Fc1ccc(N2CCN(c3ccc4c(C(F)(F)F)cc(C(F)(F)F)nc4n3)CC2)cc1	?	2.7%	5.0%	-25.9	-22.7%	5.8%
O=C(NC(=S)Nc1ccc2c(c1)OCO2)c1ccc(Cl)cc1	2.5%	-6.4%	-18.2%	62.9	-38.5%	17.0%
O=C(NCc1nc(-c2ccccc2)no1)c1cccs1	?	3.1%	3.2%	-20.4	-16.1%	?
CC1=CC(c2ccccc2)NC(=S)N1 (configuration not stated)	-4.7%	-9.6%	-10.0%	-30.0	-13.0%	-1.8%
C/C(=N\N1CCN(C2c3ccccc3-c3ccccc32)CC1)c1cccnc1	-13.2%	nt	11.2%	21.6	68.5%[activator]	-13.6%
C/C(=N\NC(=O)c1c(Cl)c(C)nn1C)c1cccc(NC(=O)COc2ccc(Cl)cc2)c1	?	0.3%	-0.9%	68.8	-8.8%	-4.7%
COc1ccc(NC(=O)CCS(=O)(=O)c2ccc3nc(C)sc3c2)cc1OC	-3.5%	-6.6%	1.0%	86.6	-11.7%	3.6%
C/C(=N\NC(=O)c1ccc(N2CCCC2=O)cc1)c1ccncc1	5.0%	-2.5%	8.0%	-21.9	-14.6%	12.0%
O=C(NNC(=O)c1cccnc1)Nc1cccc2ccccc12	2.2%	-1.6%	-0.3%	77.4	-32.1%	6.3%
O=C(COc1ccc(Cl)cc1)Nc1ccc(C(=O)O)cc1NC(=O)COc1ccc(Cl)cc1	-12.4%	nt	3.0%	25.2	-23.4%	3.6%
CC1CC(C)(C)NC(=S)N1CC(=O)NCc1ccccc1Cl (configuration not stated)	-6.5%	-2.9%	0.7%	33.7	-24.0%	10.5%
Cc1ccc(C)c(N2N=C(C(=O)Nc3nccs3)CCC2=O)c1	-10.0%	-4.3%	-13.7%	1.6	-1.6%[11.4 µM]	11.6%
COc1cc(Cl)c(CNC[C@H]2O[C@@H](n3cnc4c(N)ncnc43)[C@H](O)[C@@H]2O)c(Cl)c1O	nt	nt	nt	3.2	-28.3%	12.5%
CC(=O)Nc1ccc(S(=O)(=O)N(C)CC(=O)OCC(=O)N(C)C2CCS(=O)(=O)C2)cc1 (configuration not stated)	0.0%	nt	-3.0%	-23.2	0.8%	-1.2%
CC(C)(CN1CCc2ccccc2C1)NS(=O)(=O)c1ccccc1	-1.6%	?	0.0%	-26.1	-35.4%	19.1%
Cc1ccc(C(C)(C)C)cc1S(=O)(=O)N1CC(=O)Nc2ccccc21	-7.7%	4.8%	2.2%	-11.9	114.6%[activator]	?
O=C(NC(=S)Nc1cccnc1)c1cccc(Br)c1	-0.7%	?	15.8µM*	-27.4	-21.6%	-5.7%

Source: PubChem (National Center for Advancing Translational Sciences (NCATS))
